Mot1-301 SUMO = yeast Mot1-301 growth rescue at high temperature, primary screen, SUMOylation pathway inhibitor project, S. cerevisiae, ATP luminescence, 38.5C; S. cerevisiae Mot1-301 growth rescue; percent above DMSO median, 100 means doubled; growth rescue, % at 18.8 µM; 1% of 320,000 active; AID 2716, 2010;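 active means every valid replicate shows activation above 250% relative to neutral control wells; inactive means the rest, any valid replicate at or below 250%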;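 further: OY570 slx delta 5 strain wells were the positive control but not used for scaling; some compounds called inactive have numbers as strong as hits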
phage Ecoli inh = growth loss of phage-infected E. coli, primary screen, RecBCD inhibitor project, absorbance, with phage, HTS; inhibition, % at 11.9 µM; 0.26% of 360,000 active; in the data active means inhibition above about 11%
CDK5 p35 inh = inhibitors of human CDK5/p35 kinase, primary screen, biochemical, single concentration | Recombinant CDK5/p35, ADP-Glo luminescence, 60 min | 0.01% of 330,000 active | Cyclin-dependent kinase 5 (Homo sapiens) + Cyclin-dependent kinase 5 activator 1 (Homo … | inhibition, % at 10 µM;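 active means highest replicate inhibition of at least 50% and at least 75% of replicates reaching 50%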;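 further: plate controls were DMSO neutral control for no effect and GW8510 at 10 µM for full effect; many of its hits are not listed in these tables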
Target sequence (Q00535 whole entry, looked up): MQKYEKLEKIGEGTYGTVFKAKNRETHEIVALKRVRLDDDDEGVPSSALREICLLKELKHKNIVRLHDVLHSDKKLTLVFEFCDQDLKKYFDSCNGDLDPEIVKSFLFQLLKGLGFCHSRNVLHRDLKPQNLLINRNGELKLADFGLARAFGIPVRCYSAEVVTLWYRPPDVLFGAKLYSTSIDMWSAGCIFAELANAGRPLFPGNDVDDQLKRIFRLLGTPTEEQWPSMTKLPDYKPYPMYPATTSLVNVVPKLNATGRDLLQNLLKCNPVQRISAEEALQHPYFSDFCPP
Target sequence (Q15078 whole entry, looked up): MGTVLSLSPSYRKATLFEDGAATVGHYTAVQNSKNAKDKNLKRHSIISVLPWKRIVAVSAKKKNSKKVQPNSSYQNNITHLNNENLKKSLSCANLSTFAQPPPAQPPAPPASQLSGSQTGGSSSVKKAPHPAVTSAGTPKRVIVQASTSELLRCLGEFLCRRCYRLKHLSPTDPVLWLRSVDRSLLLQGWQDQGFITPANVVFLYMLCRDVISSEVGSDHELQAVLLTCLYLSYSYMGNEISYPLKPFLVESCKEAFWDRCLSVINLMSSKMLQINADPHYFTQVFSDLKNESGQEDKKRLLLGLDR
AddAB inh = growth inhibition of E. coli expressing H. pylori AddAB, primary screen, AddAB inhibitor project, absorbance | 0.29% of 330,000 active | inhibition, % at 11.9 µM; in the data active means inhibition above about 12%;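 further: 0% = vehicle wells of infected cells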
Tat transport = E. coli Tat export inhibitors, primary screen, MC4100, TorA-mCherry reporter, fluorescence, single point | 0.036% of 340,000 active | AID 488895, 2010 | inhibition, % at 10 µM;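 active means mean replicate inhibition at least 50% and at least half of replicates individually reaching 50%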;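 further: exported cargo escapes ClpAP degradation while cytoplasmic cargo is degraded and loses fluorescence; 0% = median of neutral control wells and 100% = median of NaSCN control wells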
Ecoli viability = E. coli V3065 growth inhibition, primary screen, counter-screen for AddAB inhibitor project, absorbance, OD600. 18 h. AID 449728, 2010. 0.27% of 330,000 active. inhibition, % at 11.9 µM;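 active means inhibition above the campaign's mean inhibition across all tested compounds plus 3 SD, cut at about 9.9% in these data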;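 further: uninfected addAB+ strain grown without phage in ampicillin broth; 0% = DMSO wells and 100% = ciprofloxacin 0.95 µg/ml wells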
HTR5A inv ctr = HTR5A inverse agonists in luminescence cell assay, primary screen, counter-screen for OPRM1-OPRD1 heterodimer inverse agonist project, full-deck HTS; HTR5A cell line, inverse agonism; inhibition, % at 9.3 µM; 0.083% of 340,000 active; in the data active means inhibition mostly above about 23%, no sharp cut-off; inactive means mostly below about 18%;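 further: 0% = cells with DMSO and 100% = no-cell wells with DMSO; some compounds called inactive have numbers as strong as hits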
DAGLB inhibitor = DAGLB lipase inhibitors, primary screen, biochemical, fluorescence, HTS | Diacylglycerol lipase-beta (Homo sapiens), Q8NCG7 | inhibition, % at 5.17 µM | HEK293T DAGLB membrane lysate, EnzChek fluorogenic substrate | 0.059% of 340,000 active; in the data active means inhibition above about 34%;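 further: 0% = enzyme with vehicle and 100% = wells lacking enzyme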
PKA-R2B act = activators of PKA-R2B holoenzyme, primary screen, biochemical, fluorescence polarization, Cy5-IP20, human; cAMP-dependent protein kinase catalytic subunit beta (Homo sapiens) + cAMP-dependent …; PKA-R2B holoenzyme dissociation; R2B truncated from residue 108, S112A mutant; 0% DMSO only, 100% 113 µM cGMP; activation, % at 11.4 µM; 0.079% of 340,000 active; AID 504700, 2011;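 active means activation above a cutoff set at the mean over all compounds plus 3 SD, cut at about 18% in these data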;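 further: higher means more holoenzyme dissociation and a rise in polarization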
Target sequence (P31323 whole entry, looked up, other chains not shown, the tested form may be a part): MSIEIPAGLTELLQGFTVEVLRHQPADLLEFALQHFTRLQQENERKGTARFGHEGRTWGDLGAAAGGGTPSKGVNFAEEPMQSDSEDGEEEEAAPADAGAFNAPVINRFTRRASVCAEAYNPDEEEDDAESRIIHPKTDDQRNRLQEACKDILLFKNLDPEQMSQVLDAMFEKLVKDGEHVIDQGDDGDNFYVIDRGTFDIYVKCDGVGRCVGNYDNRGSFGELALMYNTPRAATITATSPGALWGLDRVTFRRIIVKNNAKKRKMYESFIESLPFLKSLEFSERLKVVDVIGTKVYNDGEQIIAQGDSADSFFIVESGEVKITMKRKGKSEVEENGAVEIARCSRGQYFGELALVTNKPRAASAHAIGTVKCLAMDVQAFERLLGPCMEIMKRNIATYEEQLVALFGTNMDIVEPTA
HTR5A ag = HTR5A agonists in luminescence cell assay, primary screen, counter-screen for OPRM1-OPRD1 heterodimer agonist project, full-deck HTS; 5-hydroxytryptamine receptor 5A (Homo sapiens), P47898; cell-based; activation, % at 9.3 µM; 0.61% of 340,000 active; AID 504692, 2011; in the data active means activation mostly above about 9.5%, no sharp cut-off; inactive means mostly below about 7.6%;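 further: 0% = cells with vehicle only and 100% = reference agonist; strong numbers were not always called active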
PKA-R1A act = activators of PKA-R1A holoenzyme, primary screen, biochemical, fluorescence polarization, Cy5-IP20, bovine R1A, mouse PKAc | cAMP-dependent protein kinase type I-alpha regulatory subunit (Bos taurus) + … | PKA-R1A dissociation; scaled: DMSO 0%, 113 µM cGMP 100% | activation, % at 11.4 µM | 0.083% of 340,000 active | AID 504707, 2011;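 active means percent activation above the mean of all tested compounds plus 3 SD, cut at about 19% in these data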;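 further: higher means more PKAc released from R1A so a rise in polarization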
* = called active by the depositor; i = inactive; · = not tested or not shown.

SMILES | Mot1-301 SUMO | phage Ecoli inh | CDK5 p35 inh | AddAB inh | Tat transport | Ecoli viability | HTR5A inv ctr | DAGLB inhibitor | PKA-R2B act | HTR5A ag | PKA-R1A act
Cc1nn(C)c(C)c1CNC(=O)Nc1cccc(Cl)c1C | 9.8 | 3.0 | 0.0 | -0.3 | -6.8 | 1.9 | 0.6 | -0.2 | 4.3 | 1.4 | -1.5
O=C(CN1CCN(S(=O)(=O)c2ccccc2C(F)(F)F)CC1)NCc1cccs1 | 1.0 | 3.2 | 0.2 | -0.2 | -6.0 | 2.0 | 6.2 | -1.9 | 8.8 | -2.2 | 2.1
CC(C)(C)NCC(O)CON=C1c2ccccc2-c2ccccc21 (stereo not given) | -0.8 | 3.6 | -0.5 | 4.6 | 3.0 | 1.9 | -11.6 | -3.0 | -4.1 | 4.7 | -12.6
NC(=O)C1CCN(C(=O)COc2ccc3ccccc3c2)CC1 | 12.9 | 3.4 | 0.1 | -0.7 | -5.2 | -0.7 | -4.6 | -2.7 | -10.1 | -2.0 | -11.1
CCn1c(=O)c2c(nc(SCC(=O)Nc3ccccc3)n2C)n(C)c1=O | 202.3 | 0.6 | 1.6 | 0.9 | 1.4 | -0.6 | -18.3 | 1.2 | 6.1 | 6.5 | 0.5
O=c1c2ccccc2nc2c3ccccc3ncn12 | 167.4 | 2.5 | 0.8 | 5.5 | 3.8 | 3.2 | -11.9 | -0.6 | 6.9 | 4.3 | -1.4
Cc1ccc(OCC(=O)Nc2ccccc2F)cc1C | 4.4 | -0.3 | 8.2 | -1.0 | 3.2 | 1.4 | -7.1 | -19.3 | -12.2 | 2.5 | -9.2
CN(c1ccccc1)S(=O)(=O)c1ccc(NC(=S)Nc2ccccc2)cc1 | -2.6 | 3.7 | -2.3 | 0.7 | -12.2 | 2.1 | -5.1 | -3.0 | -5.6 | 1.6 | -9.6
CCNc1ccc(Br)cc(C(=O)/C=C/c2ccc(Cl)cc2Cl)c1=O | -9.2 | 2.8 | -1.4 | -0.3 | 2.7 | -3.4 | -2.7 | 22.8 | -12.5 | 1.1 | 3.1
COCCNC(=O)/C(C#N)=C/c1ccc(OCc2ccccc2)cc1 | -1.1 | 2.4 | -7.8 | 1.7 | 8.7 | 0.6 | -26.4 | -0.2 | -18.4 | 5.2 | 1.5
COc1ccccc1NS(=O)(=O)c1cccc(C(=O)N/N=C/c2cn(-c3ccccc3)nc2-c2ccccc2)c1 | -11.8 | 2.5 | -0.8 | 1.5 | 0.1 | 3.0 | 6.0 | -9.9 | -5.6 | -2.7 | -9.1
O=C(Nc1cccc(C(F)(F)F)c1)/C(=C\c1ccco1)NC(=O)c1cccs1 | 2.0 | 2.4 | 0.4 | 0.3 | 6.5 | -0.6 | -39.4 | 3.0 | -0.1 | 1.3 | 8.2
O=C1C(Cl)=C(N2CCCC2)C(=O)N1c1ccccc1F | -10.1 | 2.1 | 0.5 | 0.7 | 2.9 | -1.7 | -5.3 | -0.8 | 6.3 | 3.5 | -1.1
CC(=O)Nc1ccc(CN2CCc3c([nH]c4ccccc34)C2C(C)(C)C)cc1 (stereo not given) | -21.7 | 0.6 | -0.2 | 3.2 | 1.5 | 0.2 | 1.9 | -1.3 | -5.6 | -0.5 | -10.3
O=C(NCCN1CCOCC1)C1CCN(S(=O)(=O)N2CCCCC2)CC1 | -18.9 | 1.8 | 2.2 | 3.4 | -9.4 | 1.1 | 17.9 | 5.3 | 1.3 | -7.7 | -4.7
O=C(c1cc(COc2ccc(F)c(F)c2)on1)N1CCN(C/C=C/c2ccccc2)CC1 | · | -3.1 | -5.2 | · | 14.1 | · | -13.5 | -4.8 | -6.8 | 1.1 | -12.7
CC(C)C(NC(=O)c1cccs1)c1nnc(SCC(=O)Nc2nccs2)n1C (stereo not given) | 345.2 | 1.9 | 0.5 | 0.5 | -3.9 | 0.5 | 17.2 | 1.8 | -1.3 | -2.9 | 2.3
CC(C)(C)C(=O)OCc1nc(-c2ccc(O)c(O)c2)cs1 | -2.8 | 0.1 | -0.1 | 5.6 | -2.1 | 2.8 | · | · | · | · | ·
O=C1[C@H]2[C@H](C=CC[C@H]2C(=O)N2CCOCC2)CCN1Cc1ccccc1 | -1.5 | 2.6 | 0.3 | -1.0 | -8.3 | 0.3 | -15.2 | -3.2 | 1.2 | 5.7 | -0.4
NS(=O)(=O)c1ccc(CNC(=O)c2cc(-c3ccccn3)nc3ccc(Cl)cc23)cc1 | -0.1 | 1.9 | 3.0 | -1.6 | -1.4 | -0.8 | 1.5 | 6.5 | 15.6 | -0.5 | -0.9
CCOc1ccc(NS(=O)(=O)c2ccc(C(=O)NCC(c3ccc(OC)cc3)N3CCOCC3)cc2)cc1 (stereo not given) | 2.7 | 0.4 | 0.3 | -2.9 | 2.1 | -0.2 | -9.1 | 1.1 | -10.0 | 3.3 | -6.3
COc1ccc(NC(=S)NCCc2ccccc2OC)c(OC)c1 | 19.9 | 2.3 | 1.3 | 1.4 | -1.0 | -3.2 | 5.0 | -1.4 | -2.3 | -2.0 | 3.5
N=c1c(C(=O)NCC2CCCO2)cc2c(=O)n3ccccc3nc2n1C1CCCCC1 (stereo not given) | i | 2.2 | -1.8 | 0.3 | -7.4 | 3.2 | -15.8 | 0.5 | 2.2 | 4.1 | -0.9
CC(=O)Nc1ccc(NC(=O)CSc2nc3[nH]ncc3c(=O)n2-c2ccccc2)cc1 | -10.6 | 2.2 | 0.1 | 3.9 | -8.5 | -1.7 | -28.5 | 0.8 | -5.3 | 7.0 | -6.1
CCOC(=O)CSc1nc(Cc2ccccc2)nc2ccccc12 | 9.7 | 2.5 | -4.0 | 4.1 | 7.4 | 2.8 | -39.0 | -6.1 | 7.3 | 3.0 | 7.7
Cc1cccc(CCNC(=O)c2cc(S(=O)(=O)N3CCCCC3)c[nH]2)c1 | -9.6 | 2.8 | -1.1 | -2.0 | 21.8 | -1.8 | 1.2 | -1.2 | -3.3 | -0.4 | 3.6
O=C(COC(=O)C(c1ccccc1)c1ccccc1)NCc1ccco1 | 1.1 | 4.7 | 0.1 | 2.7 | -1.1 | 0.3 | -3.1 | -3.3 | -11.9 | 3.0 | 4.8
Cc1nc(NC(=O)CN2CCOCC2)sc1-c1ccccc1 | · | -0.1 | 0.4 | 3.6 | -2.2 | -1.6 | -8.5 | 1.4 | 1.6 | 1.9 | 12.8
O=C(c1cnn2c(C(F)(F)F)cc(-c3ccccc3)nc12)N1CCCc2ccccc21 | 263.0 | 4.1 | 0.6 | -0.9 | -8.0 | 0.3 | 28.5 | -0.6 | -14.0 | 3.3 | 3.0
O=C(Nc1ccc(Cc2ccncc2)cc1)c1ccc(Br)o1 | 6.2 | 1.6 | -0.9 | 4.0 | 4.9 | 1.0 | -7.2 | -3.3 | -3.8 | 2.0 | -5.5
O=C(NC1CCCCC1)C(c1c(F)cccc1Cl)N(C(=O)c1csnn1)C1CC1 (stereo not given) | 21.6 | 0.5 | -1.1 | 5.5 | -2.7 | -1.8 | -1.3 | -1.6 | -9.0 | -1.8 | -12.7
Cc1cc(C)c(N=Cc2c(O)c3ccccc3oc2=O)c(C)c1 | 9.2 | 1.2 | 0.5 | 0.5 | -0.7 | 0.7 | 8.1 | -2.6 | -14.1 | -0.2 | -12.9
CCc1[nH]nc2c1C1(C(=O)N(Cc3ccccc3)c3ccccc31)C(C#N)=C(N)O2 (stereo not given) | 18.7 | 0.2 | 0.2 | 3.0 | 4.9 | 2.4 | 15.8 | -0.9 | 1.1 | -1.0 | -10.0
COc1ccc(OC)c2c(C)cc(C)nc12 | 0.1 | 2.4 | 2.0 | 1.5 | 1.6 | -0.2 | 26.9 | 0.5 | -3.4 | 6.0 | 1.6
COc1ccc(OC)c(CCNC(=O)CC2Oc3ccccc3NC2=O)c1 (stereo not given) | 369.4 | 3.0 | -0.1 | 2.6 | -2.1 | -0.8 | -5.4 | 3.0 | -7.4 | 1.8 | 8.3
COc1ccccc1-c1cc2ccccc2[nH]1 | -17.2 | 1.9 | -1.9 | 4.8 | 6.0 | 1.1 | -0.5 | -2.4 | -1.2 | 2.8 | -6.5
Cc1cccnc1NC(=O)Nc1ccccc1 | 15.5 | 1.5 | 1.8 | 0.2 | 1.6 | 0.3 | 17.6 | 5.5 | 7.8 | -6.2 | 9.1
C/C=C/c1ccc(OCCCCN2CCN(CC)CC2)c(OC)c1 | 137.9 | 1.1 | -2.6 | -0.4 | 0.9 | -1.3 | -25.9 | -1.2 | 11.0 | -2.0 | 0.7
NC(=O)c1ccc(-c2nnn(CC(=O)N(C3CCCC3)C3CCS(=O)(=O)C3)n2)cc1 (stereo not given) | 8.7 | 2.4 | -0.6 | 0.6 | 1.7 | 0.7 | -15.2 | -2.3 | 1.4 | -4.0 | -5.1
CN1C(=O)NC2(O)C(=O)c3ccccc3C12O (stereo not given) | -2.8 | 1.1 | -0.2 | -0.2 | -1.0 | -0.8 | -5.1 | -3.1 | -12.6 | 5.4 | -6.1
CCOc1ccc2[nH]c(=O)c(CN(Cc3ccco3)Cc3nnnn3Cc3ccccc3)cc2c1 | 132.2 | 2.3 | 0.5 | 3.2 | -2.4 | -0.3 | 18.4 | 3.5 | -3.0 | -1.1 | 0.9
O=C(CCCc1ccccc1)NCCc1ccccc1 | 100.4 | -1.3 | -0.8 | 4.3 | 4.7 | 2.1 | 3.4 | -1.9 | -9.6 | 2.8 | -5.5
CC(C)NC(=O)N(C)C[C@H]1Oc2c(NC(=O)C3CCCCC3)cccc2C(=O)N([C@H](C)CO)C[C@@H]1C | 4.0 | 4.4 | 0.7 | 3.1 | -2.9 | 1.5 | -2.8 | -3.5 | -11.8 | 3.6 | 6.5

Assay outcomes as filed in PubChem BioAssay.
